procasp7 counter: procaspase-7 activators, primary screen, counter-screen for procaspase-3 activator project, biochemical, absorbance, HTS, human; Caspase-7 (Homo sapiens), P55210; recombinant procaspase-7, Ac-DEVD-pNA absorbance 405 nm; D23A/D198A/D206A triple mutant, cannot self-cleave; scale: DMSO 0, 5 µM enzyme 100; activation, % at 8.5 µM; hit rate 0.093% among 330,000; AID 463210, 2010;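 active = percent activation above the screen-wide mean plus 3 SD, cut at about 25% in these data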
Target sequence (P55210 whole entry D23A/D198A/D206A): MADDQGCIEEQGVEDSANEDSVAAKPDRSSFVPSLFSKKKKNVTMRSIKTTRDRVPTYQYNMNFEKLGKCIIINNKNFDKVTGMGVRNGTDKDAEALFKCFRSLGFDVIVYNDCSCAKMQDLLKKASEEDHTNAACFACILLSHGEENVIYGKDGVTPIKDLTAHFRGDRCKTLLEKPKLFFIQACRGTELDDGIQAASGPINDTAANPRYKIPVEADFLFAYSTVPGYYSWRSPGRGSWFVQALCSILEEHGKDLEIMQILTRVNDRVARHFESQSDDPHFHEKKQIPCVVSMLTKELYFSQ
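Replicates: singlicate. Assay system: Procaspase-7 triple mutant (PC-7 D3A). Signal: 405 nm absorbance of p-nitroaniline. Times: 1 h preincubation, 2 h reaction. Buffer or medium: Zinc-free HEPES pH 7.4 with 300 mM NaCl, 0.01% Triton X-100. Also added: DEVD-pNA substrate. Benchmarks: DMSO wells as 0%, DMSO with 5 µM added PC-7 as 100%.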
core dimer inh: inhibitors of HCV core protein dimerization, primary screen, biochemical, TR-FRET, high-throughput. TR-FRET GST/Flag-core106 dimerization, 1536-well. inhibition, % at 5 µM. hit rate 0.33% among 300,000. AID 1899, 2009;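 active = inhibition above the mean of all tested compounds plus 3 SD, set per screening campaign, cut at about 45% in these data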
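System – GST-tagged and Flag-tagged HCV core protein residues 1-106 · Repeats – one well for each compound · Technique – TR-FRET 671 and 617 nm emission · Doses – one concentration, 5 µM, in 0.5% DMSO · Times – 4 h, 22.5 °C incubation · Also added – Eu donor and XL665 acceptor anti-tag antibodies · Measure – percent inhibition of core106 dimerization signal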
AHR act: AHR activators, primary screen, cell-based, luminescence, luciferase reporter, human; AID 2796, 2010; activation, % at 5 µM; AHR-responsive luciferase reporter cells; Aryl hydrocarbon receptor (Homo sapiens), P35869; hit rate 2.5% among 320,000; in the data active = activation above about 47%;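 also: 0% = vehicle wells and 100% = reference agonist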
PP5 inh: PP5 phosphatase inhibitors, primary screen, biochemical, fluorescence | Serine/threonine-protein phosphatase 5 (Homo sapiens), P53041 | purified PP5c, OMFP substrate fluorescence | inhibition, % at 6.7 µM | hit rate 0.18% among 320,000 | AID 1987, 2009;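 active = inhibition above the campaign's mean inhibition across all tested compounds plus 3 SD, cut at about 9.5% in these data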;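 also: 0% = DMSO only and 100% = 100 µM cantharidin control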
PAFAH2 inh: PAFAH2 enzyme inhibitors, primary screen, biochemical, fluorescence polarization, human; Platelet-activating factor acetylhydrolase 2, cytoplasmic (Homo sapiens), Q99487; recombinant PAFAH2, FP-rhodamine activity probe; inhibition, % at 3.39 µM; hit rate 0.99% among 340,000; AID 492956, 2010;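 active = inhibition above the mean over all tested compounds plus 3 SD, cut at about 30% in these data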;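 also: inhibitors block probe labeling of enzyme so polarization drops; 0% = enzyme with DMSO and 100% = wells lacking PAFAH2 protein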
PP1 inh: PP1-alpha phosphatase inhibitors, primary screen, counter-screen for PP5 inhibitor project, biochemical, fluorescence, OMFP substrate, single point; Serine/threonine-protein phosphatase PP1-alpha catalytic subunit (Homo sapiens), P62136; purified PP1alpha; inhibition, % at 6.7 µM; hit rate 0.9% among 320,000; AID 2235, 2010;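 active = inhibition above the mean inhibition of all tested compounds plus 3 SD, computed separately for each screening campaign, cut at about 15% in these data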
Target sequence (P62136 whole entry, looked up): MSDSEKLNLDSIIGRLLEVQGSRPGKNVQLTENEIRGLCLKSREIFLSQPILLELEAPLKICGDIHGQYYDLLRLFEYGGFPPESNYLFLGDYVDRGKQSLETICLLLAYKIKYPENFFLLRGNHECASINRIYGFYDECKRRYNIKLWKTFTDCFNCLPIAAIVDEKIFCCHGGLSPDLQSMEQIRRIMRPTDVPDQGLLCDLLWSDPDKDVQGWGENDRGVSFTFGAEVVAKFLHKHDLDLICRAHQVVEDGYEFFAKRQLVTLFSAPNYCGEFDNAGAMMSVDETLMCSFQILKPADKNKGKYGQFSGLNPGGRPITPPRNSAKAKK
proCasp3 act: activators of human procaspase-3 D3A mutant, primary screen, biochemical, absorbance, PC-3 D3A mutant, single concentration | recombinant procaspase-3 D3A, Ac-DEVD-pNA absorbance 405 nm | activation, % at 8.5 µM | AID 463141, 2010 | hit rate 0.11% among 330,000 | Caspase-3 (Homo sapiens), P42574;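 active = activation above the mean of all tested compounds plus 3 SD, cut at about 21% in these data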;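 also: 0% = DMSO alone and 100% = DMSO wells spiked with extra 5 µM PC-3 D3A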
Target sequence (P42574 whole entry D9A/D28A/D175A): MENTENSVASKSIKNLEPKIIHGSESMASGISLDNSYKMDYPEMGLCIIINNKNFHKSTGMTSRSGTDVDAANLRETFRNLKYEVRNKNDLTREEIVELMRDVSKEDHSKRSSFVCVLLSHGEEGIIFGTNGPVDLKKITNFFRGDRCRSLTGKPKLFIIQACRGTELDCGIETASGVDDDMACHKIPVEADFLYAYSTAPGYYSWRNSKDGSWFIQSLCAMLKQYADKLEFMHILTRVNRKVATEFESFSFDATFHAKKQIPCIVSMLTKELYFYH
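Assay system – Procaspase-3 D3A mutant, all three cleavage aspartates alanine · Controls – DMSO-only low control, 5 µM PC-3 D3A high control · Schedule – 1 h compound preincubation, 2 h substrate hydrolysis at 25 °C · Signal – 405 nm absorbance of p-nitroaniline, reads at 0 and 120 min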
Fh CTSL1 inh: Fasciola hepatica cathepsin L1 inhibitors, primary screen, counter-screen for PFM18AAP inhibitor project, biochemical, QFRET, fluorogenic peptide substrate; AID 1906, 2009; recombinant F. hepatica cathepsin L1, Z-Leu-Arg-MCA fluorescence; inhibition, % at 5.96 µM; hit rate 0.49% among 300,000;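 active = inhibition above the mean of all tested compounds plus 3 SD, set per screening campaign, cut at about 17% in these data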;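 also: 0% = plate median of test compound wells and 100% = 1 µM Z-Phe-Ala-diazomethylketone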
TPT1 inhibitor: Candida albicans TPT1 enzyme inhibitors, primary screen, biochemical, fluorescence polarization. AID 1962, 2009. inhibition, % at 5 µM. recombinant caTPT1, FP RNA substrate dephosphorylation. tRNA 2'-phosphotransferase TPT1 (Candida albicans SC5314). hit rate 0.81% among 300,000;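 active = inhibition above the mean of all tested compounds plus 3 SD, set per screening campaign, cut at about 24% in these data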;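 also: plate controls were DMSO alone for no effect and ferristatin control at 100 nM for full effect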
The depositor's hits bear a star; x = no result given.

SMILES	procasp7 counter	core dimer inh	AHR act	PP5 inh	PAFAH2 inh	PP1 inh	proCasp3 act	Fh CTSL1 inh	TPT1 inhibitor
O=C1OCC=C1NNC(=O)c1cccnc1	-1	0	9	-1.2	2	-2	2	-9	3
CCOC(=O)[C@H]1[C@H]2COc3ccc(Cl)cc3[C@H]2N2C(=O)CNC(=O)[C@@]12C	7	x	-1	x	0	x	12	x	x
CN(C(=O)c1ccccn1)c1nnc(-c2ccccn2)s1	11	-3	-1	-0.3	3	-2	0	2	0
C[C@H]1COC(=O)[C@H](CC(=O)OC(C)(C)C)C/C=C\C[C@H](CC(=O)N(CCO)Cc2ccccc2)C(=O)N1	4	x	-2	x	3	x	9	x	x
CCC(=O)N1CCc2cc(S(=O)(=O)CCC(=O)NCCC3=CCCCC3)ccc21	3	2	5	1.2	5	5	-2	-3	2
CCOc1ccc(CNS(=O)(=O)c2cc(-c3cc(C)no3)ccc2OC)cc1OC	-1	2	3	-0.5	3	-1	4	1	2
CC(C)(C)C(=O)CN1C(=O)C2(OCCO2)c2ccccc21	8	-2	5	-0.8	-1	-7	3	-4	0
COc1ccc(Cc2nnc(Nc3ccc(C)cc3C)[nH]c2=O)cc1	3	2	1	3.2	3	-3	0	-1	-5
COc1ccc(-c2nc3c(c(=O)[nH]c(=O)n3Cc3ccccc3)n2Cc2ccccc2)cc1	2	18	-1	0.7	-5	16*	8	2	4
Cn1ccnc1SCC(=O)c1c(N)n(C)c(=O)n(C)c1=O	-6	x	15	x	4	x	3	x	x
NS(=O)(=O)c1ccc(NC(=O)CN2CCCN(S(=O)(=O)c3ccc(F)cc3)CC2)cc1	14	2	0	3.3	-2	-2	3	-2	2
Cc1cc2c(cc1C)C(c1ccccc1Br)CC(=O)N2 (stereo unspecified)	9	14	34	1.5	-2	4	-2	0	-1
Cn1c(CNC(=O)c2ccco2)nnc1SCC(=O)Nc1cccc(Br)c1	-7	0	0	0.0	-3	-12	1	0	3
COc1ccc(CNC(=O)c2ccc(CN3CCOCC3)cc2)cc1	10	-1	5	0.0	4	-3	5	-2	-8
CCN1CCN(C(=S)c2ccc(Cl)c(Cl)c2)CC1	-19	-2	-1	1.4	4	-3	-15	-2	2
COc1cccc(C(CC(=O)Nc2cccc3ccccc23)NC(=O)c2ccccc2)c1 (stereo unspecified)	2	-1	7	-0.1	-36	5	8	15	-4
Cc1nn(-c2ccccc2)c2nc(N)c(C#N)c(-c3ccc(O)c(O)c3)c12	-3	-18	8	6.0	10	4	2	0	5
COc1ccccc1CNC(=O)CC(C)c1ccccc1 (stereo unspecified)	2	7	2	-3.0	6	-4	-1	-1	0
CCN1CCN(C(c2cccs2)C(C)NC(=O)c2cccc(OC)c2OC)CC1 (stereo unspecified)	1	0	0	0.2	11	-3	-2	-4	-3
Cc1nc2ccccc2c2oc(C(=O)N3CCC(N4CCCCC4)CC3)cc12	-1	2	2	1.4	-2	0	1	0	7
CNc1nc2c(c(=O)n(C)c(=O)n2C)n1CCCc1ccccc1	-3	-6	12	7.5	-1	-1	-2	-2	4
CNC(=O)Cn1ncc2c3ccccc3n(C)c2c1=O	7	-2	4	-1.4	-2	-3	9	4	-2
O=C(COC(=O)c1ccc([N+](=O)[O-])o1)Nc1cccc2ccccc12	-6	2	3	-1.1	2	-2	-11	-4	-2
CCOc1ccc(S(=O)(=O)N(C)c2ccc(OCC(=O)NCc3cccnc3)cc2)cc1	-3	0	3	0.1	-3	1	0	0	-4
COc1ccc(OC)c(C(=O)NC2CCSc3ccccc32)c1 (stereo unspecified)	-9	11	6	4.5	3	2	8	1	1
COc1c(S(=O)(=O)N2CCN(c3ccc(F)cc3)CC2)ccc(Cl)c1Cl	3	-2	0	2.3	-4	2	7	-1	1
COc1c(C(=O)NCCSC(C)(C)C)ccc2ccccc12	5	1	7	-0.1	1	1	8	3	3
COc1cc(NC(=S)NC(=O)c2ccccc2F)ccc1NC(=O)c1ccco1	13	-4	15	3.0	-2	4	4	0	2
COCC(=O)OCC(=O)Nc1ccccc1-c1ccccc1	13	-3	0	0.2	5	-2	-3	0	1
O=C(NCC1CCCN(Cc2cccc(C(F)(F)F)c2)C1)c1ccc(F)cc1 (stereo unspecified)	5	-2	3	1.5	-1	-4	4	3	-2
COc1ccc(NC(C)=O)cc1S(=O)(=O)N(C)Cc1c(C)nn(-c2ccccc2)c1C	8	x	1	-0.1	4	-4	6	x	x
COc1ccc(NC(=O)COC(=O)/C=C/c2cnc3ccccc3n2)cc1	2	10	9	0.0	14	9	10	-6	0
Cn1cc(/C=N\NC(=O)C2COc3ccccc3O2)c2ccccc21 (stereo unspecified)	-3	-8	97*	1.6	x	2	0	-3	2
CC(Oc1ccc(Br)cc1)C(=O)NC1CCCCCC1 (stereo unspecified)	0	x	2	3.5	-2	1	-4	x	x
COC(=O)c1ccc(CN=C(NS(=O)(=O)c2ccccc2)c2ccccc2)cc1	2	x	0	x	11	x	1	x	x
Cn1c(NCCCN2CCOCC2)nc2c1c(=O)n(Cc1ccc(Cl)cc1)c(=O)n2C	7	1	-1	-0.2	7	-4	0	-2	0
CC(=NCCc1ccccc1)C1=C(O)COC1=O	-3	-4	1	-2.0	-1	-2	1	4	-8
Cc1cc(N/N=C2/CCCc3ccccc32)nc2ccccc12	-12	-1	29	1.6	-1	0	4	3	4
CS(=O)(=O)Nc1ccc(C2=NN(C(=O)C3CCCCC3)C(c3cccs3)C2)cc1 (stereo unspecified)	2	8	-5	-3.3	-1	-1	-3	5	1
O=C(Nc1cccc(Br)c1)c1cc2ccccc2o1	-13	2	44	1.9	-12	2	-2	6	1
O=C(Nc1cccc(C(F)(F)F)c1)c1cccnc1N1CCN(CCO)CC1	0	1	16	1.4	8	-2	5	-2	-3
O=C(COc1ccccc1)NCCc1cn2ccsc2n1	9	-8	3	-2.9	3	-1	-10	-2	-2
CN(C)C(CNC(=O)CNC(=O)Cc1cccc2ccccc12)c1ccccc1 (stereo unspecified)	-6	-3	5	3.5	8	3	4	2	0
Cc1ccnc(NS(=O)(=O)c2ccc(Oc3ccccc3)cc2)c1	-2	1	0	0.8	-1	2	-3	1	-3
COc1ccccc1CNC(=O)C(Cc1c[nH]c2ccccc12)NC(=O)OCc1ccccc1 (stereo unspecified)	10	4	24	-2.3	-5	7	-7	14	-3
O=C(Nc1nnc(COc2ccc(Cl)cc2)s1)c1ccco1	-19	1	-2	-1.5	9	1	-9	-11	2
CC(C)c1cccc(-c2ccc3c(c2)S(=O)(=O)c2cccc(C(=O)NCc4ccccc4)c2C3=O)c1	4	x	3	x	-7	x	-2	x	x
O=C(CN(c1cccc([N+](=O)[O-])c1)S(=O)(=O)c1ccccc1)NCc1cccnc1	1	-1	1	-1.3	2	-4	-1	3	1
O=C1CC(NS(=O)(=O)c2cccnc2)CN1c1ccc(F)cc1 (stereo unspecified)	4	-3	3	0.9	1	-2	-7	0	-4
CCn1nnnc1-c1ccc(OC)c(S(=O)(=O)Nc2ccc(S(N)(=O)=O)cc2)c1	6	7	-1	-0.4	0	-3	5	-1	-2
O=C(CC(c1ccccc1)c1ccccc1)NCc1cccnc1	-1	0	-1	0.8	-1	0	5	-2	0
O=C(CN1CCN(c2ccc(F)cc2)CC1)Nc1cccc(C(F)(F)F)c1	2	-6	1	1.8	0	1	8	2	-2
O=C(NC1=NCCS1)c1ccc(Cl)c(S(=O)(=O)N2CCCCC2)c1	2	6	12	2.8	13	2	3	-10	0
CCOC(=O)c1c(NC(=O)COC(=O)CCOc2ccc(OCC)cc2)sc(C(=O)N(C)C)c1C	-7	8	6	0.1	6	-1	-6	0	-1
O=C(O)CCC(=O)NCc1ccc(F)cc1	-4	1	-3	2.6	4	-3	-2	-2	-2
O=C1CCN(Cc2ccccc2)S(=O)(=O)c2ccc(C(F)(F)F)cc21	9	x	-1	1.2	8	3	1	x	x
CC1CCN(c2nc3c(c(=O)[nH]c(=O)n3C)n2CC(C)CSc2nnnn2-c2ccccc2)CC1 (stereo unspecified)	3	12	-2	-1.8	2	-1	-5	0	3
CCNC(=S)N1CCc2ccccc2C1	1	9	9	1.0	x	-2	2	7	0
O=C(Nc1ccccc1N1CCOCC1)c1ccc(N2CCOCC2)c([N+](=O)[O-])c1	-3	-3	0	1.3	-12	-2	2	1	-1
CCCn1c(SCC(=O)N(CC)CC)nnc1-c1ccncc1	5	1	1	-0.8	5	6	-3	0	-3
Further compounds.
SMILES	procasp7 counter	core dimer inh	AHR act	PP5 inh	PAFAH2 inh	PP1 inh	proCasp3 act	Fh CTSL1 inh	TPT1 inhibitor
Cc1ccc(C)c(NC(=S)NC(NC(=O)/C=C/c2ccccc2)C(Cl)(Cl)Cl)c1 (stereo unspecified)	-6	24	5	2.4	-41	2	5	-2	-5
Cc1ccc(C)c(N2CCN(C(=O)C(Cc3ccccc3)n3cccc3)CC2)c1 (stereo unspecified)	-8	21	1	0.7	4	2	6	2	-2
N#CC1=C(SCC(=O)NC2CC2)NC(=O)C(C#N)C12CCCCC2 (stereo unspecified)	-4	-6	-1	-0.5	2	-1	3	2	-2
COc1ccc(-c2csc(Nc3cc(C)ccn3)n2)cc1OC	1	-6	-3	2.4	3	3	-1	-1	-1
c1ccc(CN2CCOCCOCCOCCOCC2)cc1	0	-2	1	1.3	4	4	-5	-1	-4
COc1ccc(S(=O)(=O)n2ccc(-c3ccc(OCCN(C)c4ccccn4)cc3)n2)cc1	15	0	12	1.0	1	4	-9	0	2
CCOCC(=O)Nc1ccc([N+](=O)[O-])cc1C	6	4	-1	2.8	3	8	1	0	1
O=C(NCc1cnn(-c2ccccc2)c1)C1CCC(=O)N(C2CC2)C1 (stereo unspecified)	12	4	-7	3.9	1	-3	6	0	-2
CC(C)[C@H](NC(=O)c1ccc(F)cc1)C(=O)N(C)Cc1cccs1	-8	x	1	-1.9	-1	0	7	x	x

Exported with two lines to a compound: 2 of the compounds above.
Second line of a record – procasp7 counter | core dimer inh | AHR act | PP5 inh | PAFAH2 inh | PP1 inh | proCasp3 act | Fh CTSL1 inh | TPT1 inhibitor
> COc1ccc(S(=O)(=O)n2ccc(-c3ccc(OCCN(C)c4ccccn4)cc3)n2)cc1
→ 15 | 0 | 12 | 1.0 | 1 | 4 | -9 | 0 | 2
> CCOCC(=O)Nc1ccc([N+](=O)[O-])cc1C
→ 6 | 4 | -1 | 2.8 | 3 | 8 | 1 | 0 | 1
